# Screens from PubChem BioAssay.
# RGS4-Gao reg = modulates binding of RGS4 to human Galphao; binding response (% of control), % at 10 µM; AID 1415; actives 0.33% (n = 220,000); Multiplexed bead flow cytometry; actives lie on both sides; in the data active = binding response below about 49% or above about 150%; inactive = in between;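 also: fluorescent Galphao activated with aluminum fluoride binding bead-coupled RGS4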
# Target sequence (P09471 whole entry, looked up): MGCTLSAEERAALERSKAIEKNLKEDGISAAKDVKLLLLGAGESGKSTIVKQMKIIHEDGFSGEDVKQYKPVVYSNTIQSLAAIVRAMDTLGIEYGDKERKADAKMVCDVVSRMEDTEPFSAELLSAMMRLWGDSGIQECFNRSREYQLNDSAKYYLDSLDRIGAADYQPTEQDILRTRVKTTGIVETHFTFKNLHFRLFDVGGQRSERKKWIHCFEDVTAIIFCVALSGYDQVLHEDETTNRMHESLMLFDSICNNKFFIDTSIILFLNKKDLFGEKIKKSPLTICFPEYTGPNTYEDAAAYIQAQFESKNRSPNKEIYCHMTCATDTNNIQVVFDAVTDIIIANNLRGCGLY
# RGS8-Gao reg = modulates binding of RGS8 to human Galphao. actives 0.34% (n = 220,000). response (percent of control binding), % at 10 µM. multiplexed bead flow cytometry; actives lie on both sides. P09471; in the data active = response below about 60% or above about 140%; inactive = in between;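 also: Galphao activated as the GDP aluminium fluoride complex binding bead-coupled RGS8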
# Bim-Bcl-2 = inhibitors of Bim-Bcl-2 interaction, human. P10415. Bead-based flow cytometry, Bim peptide-Bcl-2 binding. inhibition, % at 10 µM. actives 0.06% (n = 190,000); in the data active = inhibition above about 40%; inconclusive = no clear call, values can overlap the other calls;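 also: 0% = no compound wells with probe peptide and 100% = reference peptide inhibitor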
# Mcl1-Noxa inh = Mcl-1/Noxa interaction inhibition | Q07820 | TR-FRET Mcl-1/Noxa peptide binding, 2 h | inhibition, % at 21.7 µM | actives 1.5% (n = 220,000);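 active = compounds that cut the protein-peptide binding signal by more than 50% relative to plate controls in a single-dose test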;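 also: His-tagged Mcl-1 with rhodamine Noxa BH3 peptide and terbium anti-His antibody; 0% = Mcl-1 plus Noxa peptide wells and 100% = peptide-only wells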
# Target sequence (Q07820 whole entry, looked up): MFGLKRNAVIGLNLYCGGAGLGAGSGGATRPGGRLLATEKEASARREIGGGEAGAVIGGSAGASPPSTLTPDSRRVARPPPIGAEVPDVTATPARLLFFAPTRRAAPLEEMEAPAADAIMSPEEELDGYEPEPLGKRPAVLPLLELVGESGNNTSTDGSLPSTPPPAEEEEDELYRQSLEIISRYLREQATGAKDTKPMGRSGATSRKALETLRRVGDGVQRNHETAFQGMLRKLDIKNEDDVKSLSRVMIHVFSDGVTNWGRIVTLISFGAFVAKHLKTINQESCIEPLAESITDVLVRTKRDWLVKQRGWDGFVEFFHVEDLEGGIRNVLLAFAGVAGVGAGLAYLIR
# RGS7-Gao = human RGS7-Galphao interaction regulation | P09471 | actives 0.35% (n = 220,000) | binding response (% of control), % at 10 µM | Multiplexed bead flow cytometry, RGS7-Galphao binding; actives lie on both sides | AID 1439; in the data active = binding response below about 49% or above about 150%; inconclusive = no clear call, values can overlap the other calls; inactive = in between;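 also: fluorescent Galphao held in activated GDP-AlF4 state binding bead-coupled RGS7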
# Bim-Bcl-XL = human Bim-Bcl-XL interaction inhibition; Q07817; Bim peptide-Bcl-XL binding, bead flow cytometry, fluorescence; inhibition, % at 10 µM; actives 0.04% (n = 190,000)
# Bim-Bfl-1 = disrupts Bim binding to human Bfl-1. Q16548. Bead-based flow cytometry, Bim-Bfl-1 binding inhibition. inhibition, % at 10 µM. actives 0.12% (n = 190,000). AID 1008;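 also: 0% = wells without compound plus tracer and 100% = blocker peptide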
# Bcl-B Bim block = disrupts Bim peptide binding to human Bcl-B; AID 951; Q9HD36; bead-based flow cytometry; inhibition, % at 10 µM; actives 0.073% (n = 190,000);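 also: 0% = tracer peptide without compound and 100% = reference inhibitor peptide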
# Target sequence (Q9HD36 whole entry, looked up): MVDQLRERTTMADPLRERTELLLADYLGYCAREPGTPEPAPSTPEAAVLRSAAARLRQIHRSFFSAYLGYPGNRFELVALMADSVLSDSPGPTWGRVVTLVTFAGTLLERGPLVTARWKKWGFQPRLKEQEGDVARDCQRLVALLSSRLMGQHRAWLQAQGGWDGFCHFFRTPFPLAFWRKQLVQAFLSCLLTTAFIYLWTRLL
# Mcl-1 Bim block = inhibitors of Bim-Mcl-1 interaction, human. actives 0.1% (n = 190,000). Bead-based flow cytometry, Bim peptide-Mcl-1 binding. Q07820. inhibition, % at 10 µM. AID 1009;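 also: 0% = no compound tracer wells and 100% = peptide blocker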
# Mcl1-Bid inh = disrupts binding of human Mcl-1 to Bid peptide. TR-FRET Mcl-1/Bid-Dy647 peptide binding, 1536-well. inhibition, % at 21.7 µM. actives 0.97% (n = 220,000). AID 1021;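 active = compounds that cut the binding signal by more than half at the single screening dose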;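 also: His-tagged Mcl-1 with europium anti-His antibody binding Bid BH3 peptide; 0% = Mcl-1 plus peptide wells and 100% = peptide-only wells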
# Bim-Bcl-W = human Bim-Bcl-W interaction inhibition. Q92843. bead-based flow cytometry, Bim peptide-Bcl-W binding. inhibition, % at 10 µM. actives 0.02% (n = 190,000). AID 952;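 also: 0% = bound tracer without compound and 100% = peptide blocker; higher means less fluorescent Bim peptide bound to Bcl-W beads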
# The depositor's hits bear a star; ? = inconclusive; . = not tested or not shown. Rule as the data show it, unless noted: active = inhibition above about 40%.
SMILES,RGS4-Gao reg,RGS8-Gao reg,Bim-Bcl-2,Mcl1-Noxa inh,RGS7-Gao,Bim-Bcl-XL,Bim-Bfl-1,Bcl-B Bim block,Mcl-1 Bim block,Mcl1-Bid inh,Bim-Bcl-W
O=C(O/N=C\c1ccc(N2CCCCC2)c([N+](=O)[O-])c1)c1ccc(Cl)cc1Cl,102,100,1,-1,100,0,0,0,0,-10,-1
CCN(CC)c1ccc([N+](=O)[O-])cc1C(=O)O,101,101,23,5,99,30,34,17,25,10,22
C/C(=N\NC(=O)CNc1cccc(C(F)(F)F)c1)c1cccs1,107,107,-4,7,107,-1,-5,-4,-2,-3,0
C=CCSc1nnc(NC(=O)c2cccc(S(=O)(=O)N(C)c3ccccc3)c2)s1,103,104,-2,6,104,-12,-11,-7,-2,-5,-4
C=CCN1C(=O)C(C)(C)Nc2ccccc21,100,102,-6,-4,99,-3,-13,-3,0,-82,0
CC(=O)c1c(C)[nH]c(C(=O)OCC(=O)Nc2ccc(Cl)cc2[N+](=O)[O-])c1C,100,100,-9,25,101,-10,-5,-9,-6,-16,-7
Cc1ccc(Cl)cc1NC(=O)C1CCCN(S(=O)(=O)c2c(C)noc2C)C1 (centres undefined),102,105,-8,10,99,-4,-13,-8,-1,-15,0
C=CCSc1ncc(C(=O)OCC)c(N)n1,100,100,-2,1,96,-5,-6,-3,-3,-1,-4
O=C(Nc1ccc2c(c1)OCO2)c1cccc(S(=O)(=O)N2CCCC2)c1,98,86,0,22,93,-12,1,3,3,-13,1
CC(C)C(c1nnnn1CC1CCCO1)N1CCN(Cc2ccc3c(c2)OCO3)CC1 (centres undefined),103,101,-8,35,101,-8,-10,-8,-1,20,0
Cc1ccc(S(=O)(=O)NC2CCC(C(=O)O)CC2)cc1 (centres undefined),113,105,-4,9,110,-6,-8,-5,-1,-1,-2
Cc1ccc(C(=O)Nc2c(C)cc(-c3ccccc3)oc2=O)cc1,98,99,-1,6,96,-5,-3,-2,-1,-44,-2
O=C(Nc1cnccc1C(F)(F)F)NC1CCCCC1,97,98,.,-3,?,.,.,.,.,-12,.
CC(C)=C(C#N)c1nc2ccccc2s1,102,99,0,4,98,5,0,0,-3,-18,0
O=C(NC1CCCC1)c1ccc(COCC(F)(F)C(F)F)o1,96,99,-10,-1,93,-11,-12,-15,-5,3,0
CC(=O)c1cccc(NC(=S)NCCc2ccc(F)cc2)c1,100,102,-10,17,99,-7,-5,-10,-2,-57,-4
Cn1cnnc1Sc1nc2c(c(=O)n(C)c(=O)n2C)n1Cc1ccccc1Cl,100,103,-13,16,106,-8,-20,-11,-4,-13,-4
CC1(C)Cc2ccccc2-c2nnc(-c3ccccc3)n21,100,98,-5,6,99,-5,-5,-2,-4,0,-2
c1ccc2sc(N3CN(CCN4CCOCC4)CN(c4nc5ccccc5s4)C3)nc2c1,96,97,-1,3,93,-2,-3,-2,-5,13,-5
CCc1noc2c1/C(=N\O)CC(c1ccccc1)C2 (centres undefined),103,100,4,-21,101,-2,-5,2,1,0,1
COc1cccc2c1OCC1COc3c(c(=O)n(C)c(=O)n3C)C21 (centres undefined),101,101,0,9,100,-3,-1,0,-2,4,-1
C=CCN(CC=C)CCCOc1ccccc1C(=O)OC,101,101,-5,15,?,-4,-8,-5,-4,9,-2
CCOC(=O)c1sc(-c2ccccc2)cc1NC(=O)c1ccc(S(=O)(=O)N(CCOC)CCOC)cc1,103,102,-3,-1,101,-9,-2,-8,-7,-14,-3
CCCCNC(=O)c1ccccc1NC(=O)c1ccccc1N(C)S(C)(=O)=O,102,98,-9,16,109,-4,-1,-15,-1,7,2
NC(=O)CSc1nnc(-c2cccnc2)n1CCc1ccccc1,102,101,-2,16,104,-3,-7,-1,0,-30,-3
SMILES,RGS4-Gao reg,RGS8-Gao reg,Bim-Bcl-2,Mcl1-Noxa inh,RGS7-Gao,Bim-Bcl-XL,Bim-Bfl-1,Bcl-B Bim block,Mcl-1 Bim block,Mcl1-Bid inh,Bim-Bcl-W
Cc1cccc(NC(=O)c2cc([N+](=O)[O-])ccc2NCC2CCCO2)n1 (centres undefined),100,100,-3,2,?,-1,-3,-2,0,-12,2
COc1ccc(OC)c(-c2cc(C(=O)Nc3ccc(F)cc3F)no2)c1,94,98,1,2,86,-2,7,-3,1,41,-5
CCCCNc1c([N+](=O)[O-])c(=O)n(C)c2ccccc12,98,101,-3,-6,95,-2,-4,-3,0,-41,-1
COc1cc(S(=O)(=O)Nc2ccc(C)cc2)ccc1N=Cc1c(C)c(C#N)c(=O)n(C)c1O,92,95,3,-5,94,1,3,-21,1,10,9
Cc1nc(=O)c(-c2ccccc2)c(C)n1-c1ccc(Br)cc1,90,94,.,18,?,.,.,.,.,-21,.
O=C(CSc1ncnc2ccccc12)NCCc1ccccc1,87,94,-1,4,93,1,-4,2,0,2,1
CCCSc1n[nH]c(NC(C)=O)n1,102,104,-7,13,100,-2,-13,-2,-2,-16,0
c1ccc2c(c1)ncn2Cc1nnc2sc(-c3ccncc3)nn12,95,92,-13,6,108,-1,12,-38,-14,-1,-3
Cc1cc(OCCCC(=O)N2CCCCC2)cc(C)c1Cl,103,101,-10,3,98,-3,-12,-9,-3,-26,-2
CC(=O)NS(=O)(=O)c1ccc(NC(=S)NC(=O)C(C)C)cc1,93,97,-5,13,97,-6,-10,-3,0,11,1
COc1ccc(C2C(CC(=O)O)=C(O)C(=O)N2c2ccccc2)cc1 (centres undefined),103,102,-11,14,101,-8,-19,-8,-3,-16,-1
Cc1cccc(N2CCN(C(c3ccccc3)c3nnnn3C(C)(C)C)CC2)c1C (centres undefined),99,100,11,11,97,7,5,0,6,-8,1
COc1ccc(C(C)C)cc1S(=O)(=O)Nc1ccc(Cl)cn1,101,101,1,10,102,2,-1,3,0,7,0
Cc1cc(C(=O)N2CCN(Cc3ccc4c(c3)OCO4)CC2)cs1,103,107,-1,8,100,2,-3,0,0,-14,0
Cc1cc(C)c2c(CC(=O)NCCc3ccccc3)coc2c1,88,93,-2,5,88,-2,-5,-2,0,-11,2
CCCCCCCn1c(=N)n(CC(=O)c2ccco2)c2ccccc21,101,102,-5,5,101,-7,-7,-4,-2,-28,0
C/C(=N\NC(=O)Cc1ccc(F)cc1)c1ccc(F)cc1,102,101,1,-21,101,-3,-2,-2,-1,-7,-4
COc1cc(C2=NOC(C(=O)N3CCCc4ccccc43)C2)cc(OC)c1OC (centres undefined),105,104,-8,5,104,-17,-12,-8,0,0,0
Cc1ccc(C2CCN(C(=S)Nc3cccc(C)c3)C2)cc1 (centres undefined),107,105,4,1,112,0,5,1,-1,-46,6
COc1ccc(OC)c(CCNC(=O)CN2C(=O)CC(C)(C)S(=O)(=O)c3ccccc32)c1,99,102,-6,0,96,-4,-7,-6,1,-22,0
CCOc1ccccc1N1Cc2ccccc2C1,98,99,-4,12,100,0,-5,-3,0,0,4
O=C(NCc1ccco1)c1ccc(CS(=O)(=O)c2cccc(C(F)(F)F)c2)o1,100,100,-11,7,99,-4,-13,-5,-3,-49,0
Cc1ccc2cc(/C=N/NC(=O)[C@H]3C[C@@H]3c3ccccc3)c(Cl)nc2c1,89,70,-4,-2,91,-4,0,-7,-2,-4,-4
CCc1ccccc1N(CC(=O)NCc1ccco1)C(=O)c1snc(C(N)=O)c1N,100,100,-2,15,102,-2,-1,-1,-2,-15,-1
Cc1cc2nc(N=C(N)N)nc(C)c2cc1C,102,102,-2,10,?,-3,-4,-6,0,-13,0
Cc1nn(Cc2c(Cl)cccc2Cl)c(C)c1NC(=O)c1cn(-c2ccccc2)nc1-c1ccccc1,100,101,1,3,103,-4,1,0,0,-23,0
COc1ccc(C(=O)Nc2cc(Cl)ccc2Cl)c(OC)n1,102,98,-4,5,100,-4,-8,-4,3,-4,0
CS(=O)(=O)N(CC(=O)N1CCOCC1)c1ccc2c3c(cccc13)CC2,105,101,-9,-5,104,0,-11,-7,-1,7,5
CC(Cc1ccccc1)C(=O)NCCO (centres undefined),102,104,-3,-6,102,-6,-1,-6,-4,-9,-3
CN(C(=O)CCN1C(=O)C(C)(C)Nc2ccccc21)c1ccccc1,100,101,-6,20,100,-7,-15,-4,-3,-6,-5

# Another view of part of the listing above.
# Every second line gives: RGS4-Gao reg | RGS8-Gao reg | Bim-Bcl-2 | Mcl1-Noxa inh | RGS7-Gao | Bim-Bcl-XL | Bim-Bfl-1 | Bcl-B Bim block | Mcl-1 Bim block | Mcl1-Bid inh | Bim-Bcl-W
- Cc1cccc(NC(=O)c2cc([N+](=O)[O-])ccc2NCC2CCCO2)n1 (centres undefined)
    100 | 100 | -3 | 2 | ? | -1 | -3 | -2 | 0 | -12 | 2
- COc1ccc(OC)c(-c2cc(C(=O)Nc3ccc(F)cc3F)no2)c1
    94 | 98 | 1 | 2 | 86 | -2 | 7 | -3 | 1 | 41 | -5
- CCCCNc1c([N+](=O)[O-])c(=O)n(C)c2ccccc12
    98 | 101 | -3 | -6 | 95 | -2 | -4 | -3 | 0 | -41 | -1
- COc1cc(S(=O)(=O)Nc2ccc(C)cc2)ccc1N=Cc1c(C)c(C#N)c(=O)n(C)c1O
    92 | 95 | 3 | -5 | 94 | 1 | 3 | -21 | 1 | 10 | 9
- Cc1nc(=O)c(-c2ccccc2)c(C)n1-c1ccc(Br)cc1
    90 | 94 | . | 18 | ? | . | . | . | . | -21 | .
- O=C(CSc1ncnc2ccccc12)NCCc1ccccc1
    87 | 94 | -1 | 4 | 93 | 1 | -4 | 2 | 0 | 2 | 1
- CCCSc1n[nH]c(NC(C)=O)n1
    102 | 104 | -7 | 13 | 100 | -2 | -13 | -2 | -2 | -16 | 0
- c1ccc2c(c1)ncn2Cc1nnc2sc(-c3ccncc3)nn12
    95 | 92 | -13 | 6 | 108 | -1 | 12 | -38 | -14 | -1 | -3
- Cc1cc(OCCCC(=O)N2CCCCC2)cc(C)c1Cl
    103 | 101 | -10 | 3 | 98 | -3 | -12 | -9 | -3 | -26 | -2
- CC(=O)NS(=O)(=O)c1ccc(NC(=S)NC(=O)C(C)C)cc1
    93 | 97 | -5 | 13 | 97 | -6 | -10 | -3 | 0 | 11 | 1
- COc1ccc(C2C(CC(=O)O)=C(O)C(=O)N2c2ccccc2)cc1 (centres undefined)
    103 | 102 | -11 | 14 | 101 | -8 | -19 | -8 | -3 | -16 | -1
- Cc1cccc(N2CCN(C(c3ccccc3)c3nnnn3C(C)(C)C)CC2)c1C (centres undefined)
    99 | 100 | 11 | 11 | 97 | 7 | 5 | 0 | 6 | -8 | 1
- COc1ccc(C(C)C)cc1S(=O)(=O)Nc1ccc(Cl)cn1
    101 | 101 | 1 | 10 | 102 | 2 | -1 | 3 | 0 | 7 | 0
- Cc1cc(C(=O)N2CCN(Cc3ccc4c(c3)OCO4)CC2)cs1
    103 | 107 | -1 | 8 | 100 | 2 | -3 | 0 | 0 | -14 | 0
- Cc1cc(C)c2c(CC(=O)NCCc3ccccc3)coc2c1
    88 | 93 | -2 | 5 | 88 | -2 | -5 | -2 | 0 | -11 | 2
- CCCCCCCn1c(=N)n(CC(=O)c2ccco2)c2ccccc21
    101 | 102 | -5 | 5 | 101 | -7 | -7 | -4 | -2 | -28 | 0
